# POLK inh = DNA polymerase kappa (human) inhibition; purified Pol kappa, fluorescent DNA synthesis assay, 10 min; Potency, µM (titrated, usually from 107 µM), for inactives: at the top dose activity, negative = inhibition, actives largely listed as inhibitors; 400,000 tested, 0.53% active; AID 588579; also: potency is read from the fitted curve at half-maximal effect; % is scaled to controls: 0 for no effect and ±100 for the full control effect
#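 10 nM Pol kappa was preincubated with compounds for 15 min at room temperature. Reaction started with 50 nM (final) substrate. Fluorescence read kinetically at 0 and 10 min.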
# BLM helicase inh = Bloom syndrome helicase (human) inhibition. recombinant BLM DNA unwinding, fluorescence dequenching. Potency, µM (series often up to 56.1 µM), for the others: at the top dose activity change, negative = inhibition, actives largely listed as inhibitors. 350,000 tested, 0.2% active. AID 2528;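 also: potency is read from the fitted curve at half-maximal effect; plate controls were vehicle for no effect and no enzyme for full effect; nearly all actives have a fitted effect of over 35% in size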
# POLB inh = DNA polymerase beta (human) inhibition | P06746 | Potency, µM (top dose mostly 114 µM), without a hit: at the top dose activity change, negative = inhibition, hits mostly inhibitors | Pol beta primer extension/strand displacement, fluorescence kinetic | 340,000 tested, 1.3% active; also: potency is read from the fitted curve at half-maximal effect; % is scaled to controls: 0 for no effect and ±100 for the full control effect
#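 Pol beta (10 nM) was preincubated with compound for 15 min at room temperature. The reaction was then started with 50 nM substrate and read immediately and after a further 10 min at room temperature.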
# RXFP1 antagonist = blocks the human relaxin receptor RXFP1 | Q9HBX9 | activity change, negative = inhibition, % at 57.5 µM | 350,000 tested, 0.59% active | HEK293-RXFP1, relaxin-stimulated cAMP HTRF, 30 min; hits give low values | AID 1259400;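 active = activity change of -60% or lower, but not beyond a set lower limit; inconclusive = change between -60% and -40%, or beyond the set limit; inactive = change above -40%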; also: % is scaled to controls: 0 for no effect and ±100 for the full control effect
# POLI inh = inhibitors of human DNA polymerase iota | Q9UNA4 | Pol iota fluorescent replication assay, 10 min | Potency, µM (titrated, usually from 115 µM), inactives show top-dose activity, negative = inhibition, actives largely listed as inhibitors | 390,000 tested, 1% active | AID 588590; also: potency is read from the fitted curve at half-maximal effect
# Target sequence (Q9UNA4 whole entry, looked up): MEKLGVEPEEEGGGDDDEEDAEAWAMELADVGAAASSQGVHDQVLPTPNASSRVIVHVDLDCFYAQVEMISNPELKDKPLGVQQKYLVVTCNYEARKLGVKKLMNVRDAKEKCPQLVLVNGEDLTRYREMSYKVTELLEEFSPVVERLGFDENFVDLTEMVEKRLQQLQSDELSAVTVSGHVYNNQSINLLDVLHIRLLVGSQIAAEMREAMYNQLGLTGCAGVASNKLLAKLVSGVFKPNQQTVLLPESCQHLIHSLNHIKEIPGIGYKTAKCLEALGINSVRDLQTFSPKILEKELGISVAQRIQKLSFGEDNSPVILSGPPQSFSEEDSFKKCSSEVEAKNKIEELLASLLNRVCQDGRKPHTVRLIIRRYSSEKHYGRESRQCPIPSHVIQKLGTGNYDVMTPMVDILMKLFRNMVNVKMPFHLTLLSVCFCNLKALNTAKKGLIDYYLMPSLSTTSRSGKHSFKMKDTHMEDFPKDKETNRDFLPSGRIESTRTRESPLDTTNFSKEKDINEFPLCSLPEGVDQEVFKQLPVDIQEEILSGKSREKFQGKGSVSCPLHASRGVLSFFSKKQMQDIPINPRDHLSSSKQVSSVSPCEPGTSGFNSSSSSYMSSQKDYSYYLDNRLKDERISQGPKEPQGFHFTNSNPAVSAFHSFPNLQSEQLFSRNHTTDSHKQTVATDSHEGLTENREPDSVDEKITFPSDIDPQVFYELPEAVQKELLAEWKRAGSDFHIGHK
#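 Pol iota at 10 nM preincubated 15 min with compounds at room temperature; reaction started with fluorescent substrate, 50 nM final. Fluorescence read kinetically at 0 and 10 min; buffer-only wells as negative control.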
# PGK inhibitor = T. brucei PGK inhibition. PGK/GAPDH coupled, Kinase-Glo luminescence, 60 min. 380,000 tested, 0.043% active. AID 602233. P07378. Potency, µM (highest dose often 57.5 µM), without a hit: at the top dose activity change, negative = inhibition, hits mostly inhibitors; also: potency is read from the fitted curve at half-maximal effect; % is scaled to controls: 0 for no effect and ±100 for the full control effect; nearly all actives have a fitted effect of over 60% in size
#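 Recombinant glycosomal PGK reaction used 1,3-bisphosphoglycerate generated in-well by GAPDH (100nM final) in 100mM TEA pH 7.6, 5mM MgCl2, 0.01% Tween-20. After 60 minutes at room temperature, ATP was read by Kinase-Glo Plus luminescence end-point.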
# Apoferritin bind = candidate novel general anesthetic via apoferritin binding; 350,000 tested, 0.074% active; P02791; Potency, µM (top dose mostly 77.5 µM), inactives show top-dose activity change, negative = displacement, actives largely listed as inhibitors; AID 485281; apoferritin/1-aminoanthracene competitive binding, fluorescence; also: potency is read from the fitted curve at half-maximal effect; % is scaled to controls: 0 for no effect and ±100 for the full control effect; nearly all actives have a fitted effect of over 20% in size
# Target sequence (P02791 2-175 limits assumed): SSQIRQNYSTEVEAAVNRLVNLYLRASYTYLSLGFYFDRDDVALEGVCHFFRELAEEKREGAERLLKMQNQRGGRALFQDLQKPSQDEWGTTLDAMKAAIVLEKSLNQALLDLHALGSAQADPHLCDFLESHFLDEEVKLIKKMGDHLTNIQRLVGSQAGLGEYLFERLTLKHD
#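 10 uM apoferritin + 50% sat. 1-AMA, PBS; cpd 10 min RT; Ex380/Em535 endpoint; normalized to free probe vs complex; 4-param Hill fit; propofol titration as pos. ctrl.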
# Pol eta inh = DNA polymerase eta (human) inhibition; AID 588591; 390,000 tested, 1.2% active; Q9Y253; Potency, µM (doses to about 114 µM), for inactives: top-dose activity change, negative = inhibition, usual class: inhibitors; recombinant Pol eta, fluorescent DNA replication assay; also: potency is read from the fitted curve at half-maximal effect; % is scaled to controls: 0 for no effect and ±100 for the full control effect
#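 Fluorescent replication assay: 50 nM final substrate added after a 15 min room-temperature compound preincubation with 10 nM enzyme. Signal taken at 0 min and again at 10 min.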
# APEX1 inh = blocks human APE1 abasic DNA cleavage. recombinant APE1, TAMRA/BHQ-2 abasic DNA cleavage fluorescence. 350,000 tested, 0.35% active. Potency, µM (titrated, usually from 65.8 µM), without a hit: top-dose activity change, negative = inhibition, usual class: inhibitors. P27695;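 also: potency is read from the fitted curve at half-maximal effect; plate controls were vehicle for no effect and reference inhibitor for full effect; nearly all actives have a fitted effect of over 55% in size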
#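 Step 1: APE1 (0.75 nM) with compound, 15 min RT. Step 2: add 50 nM fluorophore/quencher THF duplex. Step 3: three fluorescence reads 60 s apart (525/598 nm); read 3 minus read 1 = reaction progress.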
# The depositor's hits bear a star; i = inactive; ? = inconclusive; . = not tested or not shown; & = joins results of further samples; [ ] = dose if it differs, or a comment. Unless noted, calls follow the shape of the dose curve; as a rule, active = well fitted curve in the direction sought with a large enough effect; inconclusive = small, poorly fitted or top-dose-only effect, or another doubt; inactive = no such curve, though single readings can be large; an effect the other way counts as inactive or inconclusive. These rows are one share of the data (hit frequency here may not be typical).
SMILES | Apoferritin bind | RXFP1 antagonist | POLB inh | POLI inh | APEX1 inh | PGK inhibitor | Pol eta inh | BLM helicase inh | POLK inh
COc1cccc(CNC(=O)C2CCN(S(=O)(=O)c3ccccc3)CC2)c1 | -9.5% | -10.2 | -2.5% | 30.1%[activator] | -0.6% | 14.3% | -15.3% | 0.8% | -2.2%
CCN(CC(=O)Nc1ccccc1OC)CC(=O)Nc1c(Cl)ccc(C)c1Cl | -14.4% | 13.7 | 53.3% | 149.7%[activator] | -0.3% | i | -16.7% | -2.9% | -16.1%
CC(NC(=O)Cc1ccccc1)C(c1ccccc1)N1CCOCC1 (stereo not drawn) | -9.0% | -1.6 | 6.8% | 4.0% | -5.6% | -8.0% | -2.1% | -5.4% | -1.7%
COC(=O)Cn1c(N2CCCC2)nc2c1c(=O)n(C)c(=O)n2C | 2.5% | 0.6 | 21.4% | 30.8%[activator] | 54.2%[activator] | -8.1% | -14.9% | -0.3% | -2.2%
CCc1ccccc1NC(=O)c1cccs1 | -19.2% | -6.3 | 21.5% | 13.4% | 9.1% | -5.7% | -2.0% | 0.5% | -2.9%
CCc1nnc(NC(=O)c2ccc(OC)c(S(=O)(=O)N3CCCC3)c2)s1 | . | -5.0 | . | 3.1% | -8.2% | -2.1% | -13.1% | . | -18.0%
C=CCC(C)(NCc1ccccc1)c1ccc(C)cc1 (stereo not drawn) | -10.2% | ? | -1.8% | -3.2% | 2.1% | -0.1% | -13.3% | 0.6% | -2.1%
Cc1ccc(Cl)cc1N1CCN(S(=O)(=O)c2cn(C)cn2)CC1 | -5.1% | 7.1 | 0.2% | 20.2% | -10.9% | -6.7% | -19.3% | -1.0% | -12.8%
Cc1cc(/C=C2\C(=N)N3N=C(CC(=O)N4CCOCC4)SC3=NC2=O)c(C)n1Cc1ccccc1 | -7.4% | 3.2 | 1.5% | ? | -0.2% | -7.3% | -13.5% | -3.4% | -34.5%
O=C(Nc1cc(-c2nc3cc(Cl)ccc3o2)ccc1Cl)c1cc([N+](=O)[O-])ccc1N1CCOCC1 | -6.0% | . | 6.2% | 23.5% | . | 3.6% | -12.2% | 0.6% | -8.2%
C[C@@]12C(=O)N(CC3CCCO3)CC(=O)N1[C@@H]1c3ccccc3OC[C@@H]1[C@@H]2c1ccccc1 (stereo partly drawn) | . | . | . | 6.1% | . | -0.3% | -9.6% | . | -14.0%
COc1ccc(OC)c(S(=O)(=O)NCC(c2ccco2)N2CCc3ccccc3C2)c1 (stereo not drawn) | . | -20.2 | . | 6.6% | 20.7% | i | -12.5% | . | -18.6%
COc1ccc(CCN2C(=O)c3[nH]nc(-c4ccccc4O)c3C2c2ccccc2)cc1OC (stereo not drawn) | -9.5% | -15.4 | 1.9% | 1.9% | -1.6% | -5.7% | -8.7% | -12.8% | -18.1%
CN[C@H]1CCc2cc(OC)c(OC)c(OC)c2-c2ccc(OC)c(=O)cc21 | . | . | . | -13.2% | . | i | -0.6% | . | -2.6%
CC(=O)Nc1ncnc2c1c(-c1ccc(Cl)cc1)nn2C(C)(C)C | -10.4% | -0.4 | 27.1% | 0.9% | -3.5% | -5.0% | -1.4% | -1.6% | -0.7%
O=C(CCc1nnc2ccc(N3CCOCC3)nn12)Nc1ccc(F)cc1F | -3.3% | -2.5 | 14.0% | 33.7%[activator] | 68.7%[activator] | -0.5% | -13.3% | -2.0% | 3.1%
CCC(=O)Nc1cccc(NC(=O)CN2CCN(c3ccccc3OC)CC2)c1 | -10.4% | -14.3 | 17.4% | 26.1% | -2.3% | -0.9% | -3.3% | -4.0% | 3.1%
COc1cccc(CN(C)C(=O)CCN(c2ccccc2)S(=O)(=O)c2ccc(C)cc2)c1OC | . | 1.6 | . | 12.1% | 5.0% | -1.0% | -12.4% | . | -1.0%
COc1ccc2cc(-c3nnc(Nc4ccccc4)s3)c(=O)oc2c1 | 0.4% | . | 2.4% | 11.3% | . | 9.7% | -3.5% | 3.5% | -17.5%[60.1 µM]
O=C(OCC(=O)N1CCOCC1)c1cccc(S(=O)(=O)N2CCCc3ccccc32)c1 | -8.2% | 21.0 | -9.5% | 9.5% | ? | -1.8% | ? | -3.9% | 9.6%
Cc1ccc(NC(=O)Cn2cc(C(=O)c3ccco3)c3ccccc32)cc1C | -14.9% | -15.2 | ? | -17.7% | . | -7.6% | ? | -6.0% | -5.8%
COc1ccc(NCC(=O)N/N=C2\CCCC(C)C2)cc1 (stereo not drawn) | ? | 7.9 | 26.1% | 76.5%[activator] | -1.8% | -6.0% | -16.8% | -2.4% | -9.2%
CC1CN(C(=O)c2ccc(Cl)c(S(=O)(=O)NCc3ccco3)c2)CC(C)O1 (stereo not drawn) | . | 1.9 | . | -25.3% | 3.5% | -6.4% | -7.0% | . | 0.7%
COc1ccc(C)cc1NC(=O)c1cc(S(=O)(=O)N2CCC(C)CC2)cn1C | -14.8% | . | 23.4% | 15.9% | . | 2.7% | -5.4% | -2.1% | -6.3%[60.1 µM]
O=S(=O)(Nc1ccc(-c2cn3ccsc3n2)cc1)c1ccc2c(c1)OCCO2 | -2.5% | -2.0 | -8.6% | -4.0% | -3.1% | -1.0% | -4.2% | -9.1% | -21.9%
CC(C)n1nnnc1SCC(=O)Nc1cccc(F)c1 | -0.7% | -9.0 | 42.2% | 26.8% | 7.4% | -5.9% | -9.0% | -0.4% | -5.1%
COCC(C)NCC(=O)NC(C)CCc1ccccc1 (stereo not drawn) | -3.5% | 10.7 | -4.7% | 17.9% | 4.3% | -4.3% | -9.2% | 0.5% | -6.1%
COc1ccc(NC(=O)COc2coc(CN3c4ccccc4CC3C)cc2=O)cc1 (stereo not drawn) | . | ? | . | ? | 5.8% | -2.7% | -10.4% | . | -14.5%
COC(=O)c1ccc2c(=O)n(Cc3ccc(C(=O)NCCCN4CCC(C)CC4)cc3)c(=S)[nH]c2c1 | ? | -25.2 | -6.7% | -23.4% | -3.4% | 2.9% | -9.3% | 23.4% | -19.9%
Cc1ccc(Cn2ncc3c(N4CCN(CCc5ccccc5)CC4)ncnc32)cc1 | -3.8% | -10.0 | 3.8% | 156.1%[activator] | -7.4% | 6.7% | -6.7% | -2.1% | -3.9%
COc1ccc2c(c1)CCc1c(C(=O)Nc3c(C)nn(Cc4ccccc4)c3C)noc1-2 | -4.9%&-17.8% | -36.9&-4.6 | -0.2%&6.8% | 37.9%&3.5%[activator] | -2.8% | -5.0%&-1.1% | -7.1%&7.1% | -5.2%&-0.7% | -7.7%&-19.8%
COc1ccc(CN2CCNC(=O)C2CC(=O)NCCCn2nnc3ccccc32)cc1C (stereo not drawn) | -13.3% | -2.1 | -1.1% | 12.0% | 40.6% | -0.3% | -9.4% | 1.9% | -18.2%
CC(C)CC(=O)NC(Nc1ccc([N+](=O)[O-])cc1)C(Cl)(Cl)Cl (stereo not drawn) | -14.1% | -10.7 | 13.5% | 4.2% | -3.5% | -0.8% | -14.3% | -3.6% | -18.7%
CCCS(=O)(=O)N1CCN(Cc2c[nH]c3ccccc23)CC1 | -13.9% | -19.0 | -19.8% | 9.6% | -1.5% | 3.4% | -5.1% | -1.3% | 1.0%
Cc1cc(C)c(C(=O)OCC(=O)Nc2cccc(S(=O)(=O)N3CCCCC3)c2)c(C)c1 | . | -11.6 | . | 15.2% | -1.5% | -1.2% | ? | . | -6.8%
Cc1ccc(O)c(NC(=O)CCS(=O)(=O)c2nc(-c3cccs3)cc(C(F)(F)F)n2)c1 | ? | -30.3 | -17.6% | 3.6% | . | 16.2% | -12.6% | -2.6% | -14.1%
CCc1nnc(NC(=O)CCC(=O)N2CCN(S(=O)(=O)c3cc(Cl)ccc3OC)CC2)s1 | -1.9% | -18.0 | -5.5% | 33.2%[activator] | 66.5%[activator] | i | -10.9% | 0.5% | 7.9%
O=C(CCCN1CCOC(c2ccccc2)C1)c1ccc(F)cc1 (stereo not drawn) | 30.2%[activator] | 2.9 | 28.6% | 2.2% | 40.9% | i | -9.0% | -2.3% | -16.4%
O=C(C1=C[C@H](c2coc3ccccc3c2=O)C[C@H](OCc2ccc(CO)cc2)O1)N1CCN(Cc2ccc3c(c2)OCO3)CC1 | -12.2% | . | -15.3% | -22.5% | -8.6% | -4.2% | -14.8% | -3.9% | -7.9%
O=C(NCc1cccc(Cl)c1)c1cccnc1 | 3.3% | -23.9 | 5.9% | 6.7% | 16.8% | i | -7.1% | 2.5% | 10.9%
OC(c1ccccc1)(c1ccc(F)cc1)C(c1ccccc1)N1CCOCC1 (stereo not drawn) | 0.8% | -24.6 | -0.3% | 5.9% | -3.9% | 5.4% | -11.2% | -10.0% | -5.6%
S=C(Nc1ccccn1)c1ccccn1 | -6.6%&-18.8% | -20.5 | -2.7%&10.3% | 3.8% | 1.0%&2.1% | -6.0% | -13.4% | -0.9%&-2.8% | -8.3%
O=C1N(Cc2ccc(F)cc2Cl)c2ccccc2C12OCCCO2 | 7.4% | -20.7 | 25.3% | 3.8% | 18.3% | -0.5% | -13.1% | -8.7% | -15.5%
CCOC(=O)C1CCN(c2ncnc3c2nc2n3CCCCC2)CC1 | -2.8% | . | 12.1% | 23.5% | . | -4.5% | -5.7% | 1.4% | -2.7%
CCOC(=O)c1cc(CC)sc1NC(=O)c1ccc2c(c1)OCCO2 | -4.9% | -3.3 | 29.1% | ? | -1.2% | -0.6% | -15.5% | -4.7% | 4.2%
Cc1c(/C=N\NC(=O)C2COc3ccc(C(C)(C)C)cc3O2)c2ccccc2n1C (stereo not drawn) | ? | -4.0 | 14.6% | 45.0%[activator] | -0.5% | 5.2% | -13.6% | -11.8% | -15.5%
CCCCON1C(=O)c2cccc3cccc(c23)C1=O | 2.8% | -4.9 | 29.5% | 11.9% | 13.7% | 6.5% | -6.9% | 0.9% | -8.0%

# 3 of the entries above in order of the POLB inh value, largest number first.
Molecule,POLB inh
O=C1N(Cc2ccc(F)cc2Cl)c2ccccc2C12OCCCO2,25.3%
Cc1c(/C=N\NC(=O)C2COc3ccc(C(C)(C)C)cc3O2)c2ccccc2n1C (stereo not drawn),14.6%
OC(c1ccccc1)(c1ccc(F)cc1)C(c1ccccc1)N1CCOCC1 (stereo not drawn),-0.3%

# High-throughput results deposited in PubChem by National Center for Advancing Translational Sciences (NCATS).
